# Runt-CBFb FRET – Runt domain-CBFb interaction inhibition; Cerulean-Runt/Venus-CBFb FRET ratio 530/480, 1 h; inhibition, % at 20 µM; actives 0.46% (n = 220,000); AID 1496;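 active = inhibition over about 50% at 20 µM in the single-dose screen, limit read from the data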;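 also: 0% = DMSO wells and 100% = excess unlabeled CBFb competitor control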
# Target sequence (Q01196 whole entry, looked up, the tested form may be a part): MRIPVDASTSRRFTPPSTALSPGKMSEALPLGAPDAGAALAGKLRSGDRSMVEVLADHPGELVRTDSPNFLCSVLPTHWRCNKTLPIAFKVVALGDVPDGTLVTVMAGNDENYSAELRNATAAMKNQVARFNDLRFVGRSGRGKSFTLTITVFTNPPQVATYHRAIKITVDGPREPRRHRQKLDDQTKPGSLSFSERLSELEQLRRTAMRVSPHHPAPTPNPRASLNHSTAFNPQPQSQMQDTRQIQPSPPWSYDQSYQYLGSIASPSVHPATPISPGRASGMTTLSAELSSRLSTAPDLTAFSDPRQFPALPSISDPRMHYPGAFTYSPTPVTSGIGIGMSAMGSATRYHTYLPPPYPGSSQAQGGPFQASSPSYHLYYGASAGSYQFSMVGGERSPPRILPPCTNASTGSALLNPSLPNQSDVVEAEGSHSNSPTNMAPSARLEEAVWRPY
# Target sequence (Q13951 whole entry, looked up, the tested form may be a part): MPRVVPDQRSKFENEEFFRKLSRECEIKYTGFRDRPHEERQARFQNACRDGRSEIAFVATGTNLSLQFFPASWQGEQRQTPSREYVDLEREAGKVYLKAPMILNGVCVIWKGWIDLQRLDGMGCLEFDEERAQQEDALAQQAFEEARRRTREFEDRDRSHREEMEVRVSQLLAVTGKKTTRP
#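 Assay system: Cerulean-Runt domain / Medium: Tris 50 mM pH 7.5, KCl, K2SO4, 0.01% BSA / Timing: protein complex preformed 1 h, compound exposure 1 h, room temperature, dark / Measured by: FRET, excitation 422 nm, emission at 530 and 480 nm / Evaluation: loss of energy transfer signal / Control set: 5 µM unlabeled CBFb as full-inhibition high control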
# p47phox inh – blocks human p47phox regulatory protein of NADPH oxidases; actives 0.53% (n = 220,000); inhibition, % at 24.7 µM; P14598; p47phox/p22phox peptide binding, fluorescence polarization, 2 h;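 active = inhibition above about 30%, limit read from the data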;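 also: 0% = p47phox with labelled peptide and 100% = labelled peptide alone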
# 14-3-3 Bad inh – disrupts binding of bovine 14-3-3 zeta to phospho-Bad peptide; P63103; TR-FRET 14-3-3zeta/Dy647-pBad peptide displacement, 1 h; inhibition, % at 21.7 µM; actives 0.71% (n = 220,000); AID 781;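 active = inhibition above about 70%, limit read from the data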;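 also: 0% = full 14-3-3 plus peptide FRET controls and 100% = background without 14-3-3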
# TbHK1 inh – blocks Trypanosoma brucei hexokinase 1 activity; inhibition, % at 10 µM; actives 0.11% (n = 220,000); recombinant TbHK1, G6PDH-coupled NADH A340;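 active = inhibition of 50% or more in the single-dose primary screen; inactive = inhibition below 50%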
# Hck-Nef inh – blocks Nef-activated human Hck kinase; P08631; Recombinant Hck-YEEI plus Nef, Z-Lyte FRET kinase assay; inhibition, % at 20 µM; actives 0.68% (n = 220,000); AID 463187;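 active = Hck-Nef kinase inhibition above about 50%, limit read from the data; inactive = inhibition below that limit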;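 also: 0% = DMSO with Hck plus Nef and 100% = Hck alone without Nef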
# L929 necroptosis – L929 zVAD cell death inhibition. L929 zVAD necroptosis rescue, ATP luminescence, 24 h; with zVAD 60 µM. AID 1377. actives 0.38% (n = 220,000). viability rescue, % at 10 µM;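 active = activation, scaled between plate controls, above about 75%, limit read from the data; inactive = activation under that limit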;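 also: 0% = zVAD with DMSO and 100% = DMSO alone without zVAD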
# EBV gp42 block – inhibitors of Epstein-Barr virus glycoprotein 42. inhibition, % (tested at 21.74 µM). Fluorescence polarization binding assay, mP read-out. actives 0.42% (n = 220,000). Q1HVG2; in the data active = inhibition above about 50%
# Target sequence (Q1HVG2 whole entry, looked up): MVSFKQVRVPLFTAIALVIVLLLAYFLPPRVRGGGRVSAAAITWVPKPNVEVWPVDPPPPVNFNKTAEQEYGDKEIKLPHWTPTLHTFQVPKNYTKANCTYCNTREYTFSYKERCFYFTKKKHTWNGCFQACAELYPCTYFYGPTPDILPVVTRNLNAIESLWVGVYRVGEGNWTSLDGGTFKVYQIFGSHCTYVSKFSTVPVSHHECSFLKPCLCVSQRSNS
# Runt-SMMHC FRET – blocks binding of human RUNX1 Runt domain to CBFb-SMMHC; Q01196+Q13951; inhibition, % at 20 µM; actives 0.74% (n = 220,000); Cerulean-Runt/Venus-CBFb-SMMHC FRET ratio 530/480, 1 h;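 active = mean inhibition across duplicate retests at 20 µM reaching about 50%, limit read from the data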;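 also: 0% = DMSO wells and 100% = wells with excess untagged CBFb-SMMHC; inhibitors lower the FRET ratio by blocking Runt binding to CBFb-SMMHC; some results filed as inactive read as strong as hits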
# Mdm2 ligase inh – Mdm2 E3 ligase (human) inhibition. Q00987. AID 1230. actives 0.11% (n = 210,000). signal enhancement, % at 5 µM. cell-based MDM2 ubiquitination luciferase reporter, 2 h; 0 = plate control, 100 = twice control, blank-subtracted;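 active = signal enhancement of 30% or more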;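 also: luminescence tracks abundance of the self-degrading MDM2-luciferase fusion protein; higher signal means inhibition of MDM2 E3 ligase activity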
#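 Test system: stable mammalian line carrying autodegrading MDM2–luciferase fusion reporter; quantity: 2000 cells in each well; times: 4 h cell settling then 2 h compound exposure, 37 °C; detection: luminescence with SteadyLite reagent, 15 min at room temperature; evaluation: percent signal gain over controls, blank-subtracted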
# * = called active by the depositor; . = not tested or not shown; [ ] = another dose, or the depositor's remark.
# Every second line gives: Runt-SMMHC FRET	14-3-3 Bad inh	p47phox inh	L929 necroptosis	EBV gp42 block	Runt-CBFb FRET	Mdm2 ligase inh	Hck-Nef inh	TbHK1 inh
CCC1C(C#N)=C(SC)NC2=C1C(=O)CC(C)(C)C2 (stereo not given)
 : 7	5	-8	-0.1	-4	1	-5	10	1
COc1ccccc1N(CC(=O)N1CCc2ccccc2C1)S(C)(=O)=O
 : .	0	-4	3.6	-10	.	4	19	-3
O=C(Nc1ccc(F)cc1)OCCOc1ccc(Br)cc1
 : -3	7	3	0.2	-10	0	-22	-1	-12
COc1ccc(N(C(=O)COc2ccccc2)C2C=CS(=O)(=O)C2)cc1 (stereo not given)
 : 4	1[fluorescence artefact?]	-16	0.0	-16	0	-12	-1	1
Cc1ccc(C2=N/C(=C\N3CCCCC3)C(=O)O2)cc1
 : -3	32	-15	0.3	-13	1	-13	-13	-49
COc1ccc(N=c2oc3cc(O)ccc3cc2C(=O)Nc2ccccn2)cc1OC
 : 92*	18	-14	3.3	4	55*	-21	84*	-22
COC(=O)CCC(=O)NC(=S)Nc1ccc(S(=O)(=O)Nc2cc(OC)nc(OC)n2)cc1
 : -1	-1	-1	0.0	5	3	2	4	-6
CC(=O)NC(C)c1ccc(Cl)c(Cl)c1 (stereo not given)
 : 6	-11[fluorescence artefact?]	-5	1.7	-1	-2	-18	-1	-4
CCOc1cc(/C=N/NC(=O)OC)ccc1OCCSc1ccc(Cl)cc1
 : -9	-11[fluorescence artefact?]	-32	1.5	-27	-8	-5	3	-3
COC(=O)c1sc2cc(C(F)(F)F)cnc2c1-c1ccccn1
 : 1	-9	6	0.1	-7	-2	-7	-1	1
C=CCNCC(=O)Nc1ccccc1SCC(=O)Nc1ccsc1C(=O)OC
 : 3	-2	-6	-1.6	-2	-1	-12	23	0
COc1cc(C(c2c(C)[nH][nH]c2=O)c2c(C)[nH][nH]c2=O)cc([N+](=O)[O-])c1O
 : -8	-15	-3	2.0	2	-1	-2	23	-13
COc1ccc(C)cc1-n1c(=O)c2ccccc2c2ccccc2c1=O
 : 4	5	-8	-0.5	15	0	2	11	5
CC(C(=O)NC1=NCCS1)(C(F)(F)F)C(F)(F)F
 : 0	-10[fluorescence artefact?]	6	-0.5	-17	0	-7	1	-3
Cc1cccc(C)c1NC(=O)c1sccc1SCC#N
 : 1	.	-6	0.1	-11	-2	-3	0	1
Cc1c(C(=O)Nc2ccccn2)oc2ccccc12
 : -1	8	-3	0.2	0	0	-35	4	-1
COc1ccccc1CNS(=O)(=O)c1cc(C)ccc1OC
 : -1	5	-8	-0.1	-3	-1	-8	-9	5
CC(C)NC(=O)COC(=O)c1ccc(Cl)c(S(=O)(=O)N2CCCC2)c1
 : 1	-15[fluorescence artefact?]	-11	0.2	-20	-2	-8	9	3
CC(=O)c1cccc(NC(=O)N2CCC(c3nnc(SCC(N)=O)n3C)CC2)c1
 : -3	12	-3	0.7	-4	-3	0	-1	9
N#Cc1nc(-c2ccccc2)oc1N1CCCCC1
 : -3	22	2	2.0	3	-2	-10	0	-10
COc1cc2ccccc2cc1C(=O)OCC(=O)N1CCOCC1
 : -4	9	-3	1.0	-29	-3	-16	4	-1
Cc1ccc(CNC(=S)Nc2ccc(C)c([N+](=O)[O-])c2)cc1
 : 0	-11	-16	3.5	-1	-1	-12	2	0
CC1(C)Cc2c(sc3nc(SCC(=O)NCc4ccco4)n(-c4ccccc4)c(=O)c23)CS1
 : -2	-4	-3	0.7	-9	1	-18	-4	3
Cc1cccc(N2C(=O)C(O)=C(C(=O)c3cccs3)C2c2ccccc2)n1 (stereo not given)
 : -1	4	-5	-0.1	-6	1	6	10	-18
CC(C)CCNC(=O)c1cc(-c2ccco2)nc2ccccc12
 : 15	3	-18	0.3	-12	10	-27	7	-22
O=C(Nc1ccc(OC(F)F)c(Cl)c1)c1cccc(OC(F)F)c1
 : -2	3	-19	68	-3	2	-3	0	6
CC1(C)CC(=O)c2sc(NC(=O)CN3CCCCC3)nc2C1
 : -3	21	-5	1.0	-18	-2	-3	4	-44
COCCN1CCn2c(nc3cc(NC(=O)Cn4nc(C)c5ccccc5c4=O)ccc32)C1
 : -16	26	7	-0.5	5	0	9	4	-2
CCCCn1c(=O)[nH]c(=O)c2c1nc(COc1ccc(C#N)cc1)n2CCC
 : -1	-4	-12	-0.9	-8	-1	-3	1	-9
O=S(=O)(Nn1c(O)c(C=C2N=c3ccccc3=N2)sc1=S)c1ccccc1
 : -6	8	-42	1.0	-6	6	-10	7	8
N=C1C(c2nc3ccccc3c(=O)[nH]2)=C(O)CN1CCO
 : 1	3	3	0.7	-13	3	-19	1	-11
O=C(/C=C/c1ccc(OC2CSC2)cc1)c1ccc(Cl)cc1
 : 2	1[fluorescence artefact?]	-4	1.4	-11	-2	-12	0	31
COc1ccc(OC)c(C(c2nnnn2Cc2ccco2)N2CCN(C)CC2)c1 (stereo not given)
 : 0	21	-1	-1.4	-18	1	-9	15	1
Cc1nc(SCc2ccccc2)c([N+](=O)[O-])[nH]1
 : 0	3	-2	-0.4	-12	-2	2	-2	31
CCC(c1nnnn1C(C)(C)C)N1CCN(c2cc(Cl)ccc2C)CC1 (stereo not given)
 : 1	-6	-2	0.1	-12	-4	-8	0	-9
Cc1ccc(S(=O)(=O)N/N=C\c2cc([N+](=O)[O-])ccc2Cl)cc1
 : -2	6	-4	-0.1	1	-1	-5	2	-15
O=[N+]([O-])c1ccc(C2Oc3ccccc3C3CC(c4ccccc4)=NN32)s1 (stereo not given)
 : -2	-5	-43	-0.3	-7	-8	-6	3	6
Cc1nc(NC(=S)NC(=O)c2cncc(Br)c2)ccc1Br
 : -4	5	-7	0.2	-15	4	7	15	1
O=C(NCc1cccs1)C1CCC(CNS(=O)(=O)c2ccc(Br)s2)CC1 (stereo not given)
 : -1	-18	-1	-0.4	-10	0	-8	24	-11
CCOc1cc(/C=N\NC(=O)OC)ccc1OC(=O)c1ccco1
 : -2	-6	-8	3.4	11	0	-5	27	-1
CN(CC(=O)NC1CCCCCC1)S(=O)(=O)c1cnc[nH]1
 : 1	-10	4	0.5	-14	1	-4	1	-2
COc1ccccc1C(=O)Nc1ccccc1N1CCN(S(C)(=O)=O)CC1
 : -1	10	-6	-0.5	-5	1	-8	-17	-1
Cc1ccc(C(=O)N/N=C\c2ccc(-c3ccc(Cl)c(Cl)c3)o2)cn1
 : 0	-4	-7	1.2	-4	2	-14	6	-44
CCOc1ccccc1N=CC1=C(O)CC(c2ccccc2)CC1=O (stereo not given)
 : 3	-7	-98	-0.5	-26	0	-42	15	-8
O=C1N(Cc2cccnc2)C[C@@H]2C[C@@H](c3ccc(C(F)(F)F)cc3)N3CCC[C@@]123
 : -4	-10	-8	-0.1	7	-4	-16	16	-4
COc1ccc2cc(C)c3nnc(SCC(=O)Nc4nc(-c5ccccc5)cs4)n3c2c1
 : -8	5	5	0.1	-10	-2	-4	8	-13
CC1=CCC(C(=O)O)(C(=O)N/N=C/c2cccs2)C(c2ccc(F)cc2)C1 (stereo not given)
 : 0	-17	-5	-0.4	-3	2	-10	1	-14
Cc1c(Br)ccc(NC(=O)COc2ccccc2C(N)=O)c1C
 : 0	-3	4	0.0	-6	-1	-41	-8	6
Clc1ccc(Cn2ncc3c(NCc4ccccc4)ncnc32)c(Cl)c1
 : -11	-1	-1	.	14	-10	-2	1	1
Cc1cc(C(=O)NN)c2cc(Br)ccc2n1
 : -1	3	-12	0.1	0	2	-16	-22	2
COCCOC(=O)c1c(NC(=O)CNc2ccc(C)c(F)c2)sc(C(N)=O)c1C
 : -1	-2	-5	-0.5	-14	-1	-5	9	-24
COc1ccc(NC(=O)c2cnc3sccn3c2=O)cc1
 : 1	-12	-10	2.5	-17	0	-16	-4	-38
Cc1cccc(C(=O)NC(=S)Nc2ccc(N3CCOCC3)cc2)c1
 : 3	5	1	-0.4	-4	3	-3	4	-5
Cc1ccc(C(=O)NCC(=O)O)s1
 : -1	-9	-11	1.4	-11	4	-13	-2	-1
CCC(=O)Nc1cccc(NC(=S)NC(=O)c2ccc(Cl)cc2)c1
 : 0	-5	-2	0.3	-6	4	-18	2	-9
C(=C\c1ccccc1)/C=N/Nc1nc2ccccc2[nH]1
 : 6	0	-13	4.8	-17	27	-7	1	-41
CC(=O)N1N=C(N)SC1c1cccc([N+](=O)[O-])c1 (stereo not given)
 : -6	-2	-7	.	5	-3	-4	-7	16
CC(c1cccs1)N(Cc1ccco1)C(=O)Nc1ccc(Cl)c(Cl)c1 (stereo not given)
 : 4	-6	-17	0.2	-6	-2	-7	9	15
CCNC(=O)n1cc(-n2cncn2)c(-c2ccccc2)n1
 : -9	-13	-13	0.6	2	1	-12	-1	0
CCOC(=O)c1sc(NC(=O)c2cccs2)nc1C
 : 1	-11	-7	0.2	-7	-1	-52	1	8

# Reformatted as labelled records: entries from further up
SMILES: O=C1N(Cc2cccnc2)C[C@@H]2C[C@@H](c3ccc(C(F)(F)F)cc3)N3CCC[C@@]123
  Runt-SMMHC FRET: -4; 14-3-3 Bad inh: -10; p47phox inh: -8; L929 necroptosis: -0.1; EBV gp42 block: 7; Runt-CBFb FRET: -4; Mdm2 ligase inh: -16; Hck-Nef inh: 16; TbHK1 inh: -4

SMILES: COc1ccc2cc(C)c3nnc(SCC(=O)Nc4nc(-c5ccccc5)cs4)n3c2c1
  Runt-SMMHC FRET: -8; 14-3-3 Bad inh: 5; p47phox inh: 5; L929 necroptosis: 0.1; EBV gp42 block: -10; Runt-CBFb FRET: -2; Mdm2 ligase inh: -4; Hck-Nef inh: 8; TbHK1 inh: -13

SMILES: CC1=CCC(C(=O)O)(C(=O)N/N=C/c2cccs2)C(c2ccc(F)cc2)C1 (stereo not given)
  Runt-SMMHC FRET: 0; 14-3-3 Bad inh: -17; p47phox inh: -5; L929 necroptosis: -0.4; EBV gp42 block: -3; Runt-CBFb FRET: 2; Mdm2 ligase inh: -10; Hck-Nef inh: 1; TbHK1 inh: -14

# Following part.
# Every second line gives: Runt-SMMHC FRET	14-3-3 Bad inh	p47phox inh	L929 necroptosis	EBV gp42 block	Runt-CBFb FRET	Mdm2 ligase inh	Hck-Nef inh	TbHK1 inh
Cc1ccc(CSCC(=O)NCCCN2CCOCC2)cc1
 : 0	-1	4	-0.2	-3	-3	-8	4	-17
CC(=O)N/C(=C\c1ccc(F)cc1)C(=O)NC(C(=O)O)C(C)C (stereo not given)
 : 1	13	2	1.4	0	-1	-3	-44	2
Cc1ccc(NC(=O)c2ccccc2Cl)c(Cl)c1
 : -3	-1	-15	0.9	-18	4	-16	-21	2
CN(C)CCCOC(=O)c1sc2ccccc2c1Cl
 : -1	-12	3	9.3	-18	1	7	17	-1
Clc1ccc(Cn2ncc3c(NCc4ccco4)ncnc32)c(Cl)c1
 : -4	.	-15	0.3	0	-2	-6	3	7
CC(CNC(=O)C(C)C)NC(=O)C(C)C (stereo not given)
 : -3	-2	-15	0.9	-17	0	2	-1	3
CC(C)CCN1C(=O)c2ccc(C(=O)NCc3ccco3)cc2C1=O
 : -2	7	-1	0.4	-6	-2	-13	8	-8
COCCOC(=O)C1=C(C)NC(=O)NC1/C=C/c1ccccc1 (stereo not given)
 : -1	3[fluorescence artefact?]	0	1.2	-11	-2	5	2	0
